Source: PubChem BioAssay (National Center for Advancing Translational Sciences (NCATS))
PLK1 PBD inh – PLK1 (human) polo-box domain binding inhibition | 360,000 compounds, 2.8% hits | Potency, µM, for inactives: max response, negative = inhibition, actives largely listed as inhibitors | Plk1 PBD binding of FITC phosphopeptide, fluorescence polarization | P53350; note: potency is the fitted concentration of half-maximal effect; series mostly up to about 57 µM; % is set by controls: 0 for no effect and ±100 for the full control effect; nearly all actives have a fitted effect of over 65% in size
Target sequence (P53350 whole entry, looked up, the tested form may be a part): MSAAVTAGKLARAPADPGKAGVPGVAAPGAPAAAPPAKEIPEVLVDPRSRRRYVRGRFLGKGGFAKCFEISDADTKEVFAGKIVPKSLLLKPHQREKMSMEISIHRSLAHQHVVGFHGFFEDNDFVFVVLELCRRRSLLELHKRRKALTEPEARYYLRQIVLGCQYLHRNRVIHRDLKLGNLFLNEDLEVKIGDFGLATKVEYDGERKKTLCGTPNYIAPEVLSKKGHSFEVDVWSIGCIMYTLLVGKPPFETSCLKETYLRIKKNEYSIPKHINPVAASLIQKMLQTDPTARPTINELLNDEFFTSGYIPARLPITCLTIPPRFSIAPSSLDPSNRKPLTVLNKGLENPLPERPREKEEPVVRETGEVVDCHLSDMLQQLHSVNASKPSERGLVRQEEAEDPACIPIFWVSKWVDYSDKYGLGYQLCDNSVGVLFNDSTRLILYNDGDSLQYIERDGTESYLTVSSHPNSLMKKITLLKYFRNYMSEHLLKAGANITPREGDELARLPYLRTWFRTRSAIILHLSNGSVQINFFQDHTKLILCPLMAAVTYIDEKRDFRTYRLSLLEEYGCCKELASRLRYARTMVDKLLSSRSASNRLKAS
WRN inhibitor – inhibitors of human WRN helicase; 360,000 compounds, 0.46% hits; WRN helicase unwinding, fluorescent forked duplex, kinetic; Q14191; Potency, µM (series often up to 114 µM), for inactives: at the top dose activity change, negative = inhibition, actives largely listed as inhibitors; note: potency is the fitted concentration of half-maximal effect; % is set by controls: 0 for no effect and ±100 for the full control effect; nearly all actives have a fitted effect of over 55% in size
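WRN at 20 nM final was preincubated with compound for 15 min at room temperature; reaction started with 100 nM forked duplex oligonucleotide carrying fluorophore and quencher plus 2 mM ATP (final). Unwinding followed kinetically by red fluorescence (ex 525/em 598 nm).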
IL2 activator – IL-2 activation; IL-2 activation reporter assay, cell-based qHTS; stimulated with anti-CD3/CD4/CD28 beads; in transgenic mouse T cells; activation, % (series mostly up to about 46 µM); 360,000 compounds, 0.065% hits; in the data active = activation above about 50%; inconclusive = mostly about 30% to 49%; note: 0% is about no effect
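Unstimulated transgenic mouse T cells, 750 per well, received compound and, after 60 minutes, anti-CD3/anti-CD4 bead plus anti-CD28 stimulation. EGFP and DsRed were quantified after 18 hours.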
PI5P4Ka inh – PI5P4K alpha (human) kinase inhibition; AID 652105; 330,000 compounds, 1.2% hits; P48426; PI5P4Kalpha enzyme, ADP-Glo luminescence, 60 min; stronger effect = lower value; max response, %; active = max response of -50% or lower; inconclusive = between -30% and -50%; inactive = -30% or higher; note: value at the top dose of about 77 µM; % is set by controls: 0 for no effect and ±100 for the full control effect
Target sequence (P48426 whole entry, looked up): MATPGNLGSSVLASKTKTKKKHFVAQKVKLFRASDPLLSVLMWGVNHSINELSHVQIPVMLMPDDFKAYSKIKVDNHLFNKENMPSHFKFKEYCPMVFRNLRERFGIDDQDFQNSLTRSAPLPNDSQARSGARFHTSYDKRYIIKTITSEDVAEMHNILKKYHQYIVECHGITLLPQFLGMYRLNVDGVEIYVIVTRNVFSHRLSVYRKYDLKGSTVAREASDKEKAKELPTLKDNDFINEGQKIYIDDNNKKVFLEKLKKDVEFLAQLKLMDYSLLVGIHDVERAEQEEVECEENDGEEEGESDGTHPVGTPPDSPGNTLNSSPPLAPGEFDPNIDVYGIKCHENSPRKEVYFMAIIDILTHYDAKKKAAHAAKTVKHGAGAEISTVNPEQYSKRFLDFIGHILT
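Controls without substrate or without enzyme flank wells where PI5P4Kalpha converts substrate using 5 microM ATP (final). Incubation lasts 60 minutes at room temperature; ADP formed is read by ADP-Glo luminescence.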
CCT modulator – cytosolic chaperonin activity modulation. purified chaperonin ATPase assay, HTRF ADP detection, 30 min. activity change, % (concentration not given with the values), hits read low. 360,000 compounds, 0.3% hits. AID 651819; in the data active = activity change below about -30%; note: % is set by controls: 0 for no effect and ±100 for the full control effect
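First, chaperonin was dispensed at 40 nM or 20 nM final depending on batch activity. Next, compounds were pinned at 76 uM and ATP added at 10 uM. After 30 min at 37 °C, ADP detection reagents ran 30 min at ambient temperature.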
EPAC1 antagonist – blocks human EPAC1 exchange factor. EPAC1 GEF assay, Rap1b-BODIPY-GDP exchange fluorescence. O95398. Potency, µM (highest dose often 115 µM), inactives show at the highest dose activity change, negative = inhibition, most hits filed as inhibitors. 360,000 compounds, 0.14% hits;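 note: potency is the fitted concentration of half-maximal effect; plate controls were vehicle for no effect and positive control for full effect; nearly all actives have a fitted effect of over 50% in size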
EPAC2 agonist – agonists of human EPAC2 (RAPGEF4); Q8WZA2; EPAC2 activation, biochemical qHTS; response scale: 100% = 6.5 mM cAMP response; Potency, µM (highest dose often 154 µM), for the others: at the top dose activation, most hits filed as activators; 360,000 compounds, 0.079% hits; AID 720711; note: potency is the fitted concentration of half-maximal effect; nearly all actives have a fitted effect of over 50% in size
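Exchange assay: 100 nM EPAC2 with 250 nM Rap1B-BODIPY-GDP and 50 uM GDP. Fluorescence (ex 480/em 540 nm) read every 5 min for 30 min at room temperature. Data normalized to 6.5 mM cAMP as agonist control.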
EPAC1 agonist – agonists of human EPAC1; Potency, µM (titrated, usually from 154 µM), for the others: at the top dose activation, actives largely listed as activators; 360,000 compounds, 0.073% hits; O95398; EPAC1 agonist qHTS, biochemical assay; response scale: 100% = response to 6.5 mM cAMP; note: potency is the fitted concentration of half-maximal effect; nearly all actives have a fitted effect of over 60% in size
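EPAC1 100 nM, Rap1B–BODIPY-GDP 250 nM, unlabeled GDP 50 uM; compound titration; 5 min RT; kinetic read ex480/em540 at 5-min intervals ×30 min; data normalized to 6.5 mM cAMP agonist control.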
Active calls of the source: *. Unless noted, calls come from the whole dose curve; as a rule, active = well fitted curve in the direction sought with a large enough effect; inconclusive = small, poorly fitted or top-dose-only effect, or another doubt; inactive = no such curve, though single readings can be large; an effect the other way counts as inactive or inconclusive. The list is partial; the hit share may differ from the screen's.

O=C(NCc1ccc(Cl)cc1)c1ccc(CNc2c(N3CCCC3)c(=O)c2=O)cc1 was read as PLK1 PBD inh 3%, WRN inhibitor -3%, IL2 activator -0.3, PI5P4Ka inh 7, CCT modulator 0.0, EPAC1 antagonist 15%, EPAC2 agonist 2% and EPAC1 agonist 10%.
For CCOc1ccc(CN2CCNC(=O)C2CC(=O)NCc2ccccn2)cc1 (stereo unspecified) the results were PLK1 PBD inh -5%, WRN inhibitor 3%, IL2 activator -0.1, PI5P4Ka inh -1, CCT modulator 0.4, EPAC1 antagonist 18%, EPAC2 agonist 5% and EPAC1 agonist 3%.
`Cc1cc(/C=C2\SC(=O)NC2=O)c(C)n1-c1ccc(N(C)C)cc1` gave PLK1 PBD inh 3%, WRN inhibitor 1%, IL2 activator 1.3, PI5P4Ka inh 5, CCT modulator 1.6, EPAC1 antagonist -12%, EPAC2 agonist 7% and EPAC1 agonist -2%.
For COc1ccc(CCNc2nc(-c3ccncc3)cs2)cc1OC the results were PLK1 PBD inh inconclusive, WRN inhibitor -7%, IL2 activator -1.8, PI5P4Ka inh 2, CCT modulator -4.0, EPAC1 antagonist -18%, EPAC2 agonist 7% and EPAC1 agonist -8%.
`CCCOP(=O)(c1ccc(N(C)C)cc1)C(O)c1ccc(Cl)cc1` (stereo unspecified) gave PLK1 PBD inh 3%, WRN inhibitor -5%, IL2 activator -4.3, PI5P4Ka inh 1, CCT modulator 0.4, EPAC1 antagonist -13%, EPAC2 agonist -4% and EPAC1 agonist -14%.
For CN(C)/C=C1\SC(=S)N(c2ccc(F)cc2)C1=O the results were PLK1 PBD inh inconclusive, WRN inhibitor -8%, IL2 activator -0.9, PI5P4Ka inh -6, CCT modulator 0.3, EPAC1 antagonist -10%, EPAC2 agonist -4% and EPAC1 agonist -21%.
Screening CN(C)/C=C1\Cc2ccccc2C1=O returned PLK1 PBD inh inconclusive, WRN inhibitor 7%, IL2 activator -1.5, PI5P4Ka inh -8, CCT modulator -1.0, EPAC1 antagonist -11%, EPAC2 agonist 14% and EPAC1 agonist 1%.
For CCOc1ccc(NC(=O)Nc2ccc(NC(C)=O)cc2)cc1 the results were PLK1 PBD inh 2%, WRN inhibitor 0%, IL2 activator -0.7, PI5P4Ka inh 1, CCT modulator -2.6, EPAC1 antagonist -4%, EPAC2 agonist 1% and EPAC1 agonist -4%.
Cc1nc2ccc(NS(=O)(=O)c3ccc(F)c(F)c3F)cc2s1 was read as PLK1 PBD inh -14%, WRN inhibitor 0%, IL2 activator -0.5, PI5P4Ka inh 0, CCT modulator 0.4, EPAC1 antagonist inconclusive, EPAC2 agonist 6% and EPAC1 agonist 1%.
CC(C)(C)c1ccc(NC(=O)N2CCN(c3ccc([N+](=O)[O-])cn3)CC2)cc1 was read as PLK1 PBD inh -13%, WRN inhibitor -3%, IL2 activator 0.2, PI5P4Ka inh -1, CCT modulator 0.9, EPAC1 antagonist -23%, EPAC2 agonist -9% and EPAC1 agonist 9%.
For Cc1onc(-c2c(Cl)cccc2Cl)c1CO/N=C(\C#N)c1c(Cl)cccc1Cl the results were PLK1 PBD inh 6%, WRN inhibitor -4%, IL2 activator 0.0, PI5P4Ka inh 16, CCT modulator -0.6, EPAC1 antagonist 1%, EPAC2 agonist -1% and EPAC1 agonist 2%.
For CC1(C(=O)NS(=O)(=O)c2ccccc2Cl)CCN1C(=O)Cc1cccc2ccccc12 (stereo unspecified) the results were PLK1 PBD inh -8%, WRN inhibitor -5%, IL2 activator -0.6, PI5P4Ka inh -2, CCT modulator 1.9, EPAC1 antagonist -24%, EPAC2 agonist 4% and EPAC1 agonist 9%.
COC(=O)c1cc2sc(Cl)cc2n1CC(=O)N1CCCc2ccccc21 was read as PLK1 PBD inh 0%, WRN inhibitor -7%, IL2 activator -0.6, CCT modulator 2.9, EPAC1 antagonist 6%, EPAC2 agonist -6% and EPAC1 agonist 1%.
`Cc1nn(CC(=O)N2CCCC2)c(=O)c2nn(-c3ccccc3)c(C)c12` gave PLK1 PBD inh 5%, WRN inhibitor 9%, IL2 activator -2.5, PI5P4Ka inh -3, CCT modulator 0.8, EPAC1 antagonist 12%, EPAC2 agonist -3% and EPAC1 agonist 2%.
Screening COc1ccc(C(=O)O)cc1S(=O)(=O)NCCN(C)C returned PLK1 PBD inh 0%, WRN inhibitor 3%, IL2 activator 1.0, PI5P4Ka inh 1, CCT modulator -1.0, EPAC1 antagonist 12%, EPAC2 agonist -2% and EPAC1 agonist 8%.
`CCC1(c2ccc(F)cc2)NC(=O)N(CC(=O)N2CCN(C(=O)c3cccs3)CC2)C1=O` (stereo unspecified) gave PLK1 PBD inh -6%, WRN inhibitor -12%, IL2 activator -0.9, PI5P4Ka inh 1, CCT modulator -3.7, EPAC1 antagonist 7%, EPAC2 agonist -5% and EPAC1 agonist -1%.
For COC(=O)c1ccc(C2c3[nH]c4ccccc4c3C[C@H]3C(=O)N(C4CC4)CC(=O)N23)cc1 (stereo partly specified) the results were PLK1 PBD inh 1%, WRN inhibitor 6%, IL2 activator -0.8, PI5P4Ka inh 2, CCT modulator 1.0, EPAC1 antagonist -18%, EPAC2 agonist -3% and EPAC1 agonist -5%.
CN(C)CCSc1nc(N)c2c3c(sc2n1)CN(C)CC3 was read as PLK1 PBD inh -25%, WRN inhibitor -18%, IL2 activator 0.3, PI5P4Ka inh 7, CCT modulator 0.6, EPAC1 antagonist -21%, EPAC2 agonist 5% and EPAC1 agonist -7%.
COCCNC(=S)N1CCN(C/C=C/c2ccccc2)CC1 was read as PLK1 PBD inh -3%, WRN inhibitor 6%, IL2 activator -4.0, PI5P4Ka inh -10, CCT modulator 0.8, EPAC1 antagonist 7%, EPAC2 agonist -5% and EPAC1 agonist -13%.
For Cc1cc2c(cc1C)/C(=C\C(N)=O)NC(C)(C)C2 the results were PLK1 PBD inh -11%, WRN inhibitor 7%, IL2 activator 0.9, PI5P4Ka inh -3, CCT modulator -1.5, EPAC1 antagonist -11%, EPAC2 agonist 10% and EPAC1 agonist 4%.
O=C(CN1c2cccc3cccc(c23)S1(=O)=O)N1CCCCC1 was read as PLK1 PBD inh -6%, WRN inhibitor -1%, IL2 activator 0.2, PI5P4Ka inh -15, CCT modulator -3.4, EPAC1 antagonist -8%, EPAC2 agonist 4% and EPAC1 agonist -4%.
`O=[N+]([O-])c1cccc(Cl)c1NCCNS(=O)(=O)c1ccccc1` gave PLK1 PBD inh -3%, WRN inhibitor 1%, IL2 activator -0.7, PI5P4Ka inh 10, CCT modulator 0.9, EPAC1 antagonist 0%, EPAC2 agonist 0% and EPAC1 agonist 23%.
COc1cccc(C(=O)NCCCN2CCN(CCCNC(=O)c3cccc(OC)c3)CC2)c1 was read as PLK1 PBD inh 4%, WRN inhibitor -7%, IL2 activator -0.6, PI5P4Ka inh 6, CCT modulator -1.1, EPAC1 antagonist 5%, EPAC2 agonist -4% and EPAC1 agonist -11%.
`CCOC(=O)C1(C)NC(c2cccc(C)c2)C2C(=O)N(c3ccccc3)C(=O)C21` (stereo unspecified) gave PLK1 PBD inh 1%, WRN inhibitor 4%, IL2 activator 0.6, PI5P4Ka inh -1, CCT modulator -0.7, EPAC1 antagonist -14%, EPAC2 agonist -5% and EPAC1 agonist -8%.
Screening COc1ccc(C=C(C#N)C(=O)c2ccccc2)cc1 returned PLK1 PBD inh 6.7µM*, WRN inhibitor -12%, IL2 activator 0.6, PI5P4Ka inh -1, CCT modulator 0.1, EPAC1 antagonist 5%, EPAC2 agonist 3% and EPAC1 agonist 12%.
Screening CCC12CC3CC(C1)CC(C(=O)Nc1nn[nH]n1)(C3)C2 returned PLK1 PBD inh -9%, WRN inhibitor 7%, IL2 activator -2.6, CCT modulator -0.6, EPAC1 antagonist 1%, EPAC2 agonist 7% and EPAC1 agonist 6%.
CC1=CC(C)(C)N(C)C(=O)N1c1ccc(Cl)cc1 was read as PLK1 PBD inh -4%, WRN inhibitor -19%, IL2 activator -0.1, PI5P4Ka inh 1, CCT modulator 0.3, EPAC1 antagonist -17%, EPAC2 agonist 1% and EPAC1 agonist 0%.
Screening Cc1nc(NC(=O)C2CC2)sc1C(=O)Nc1ccccc1 returned PLK1 PBD inh -1%, WRN inhibitor 0%, IL2 activator -0.8, PI5P4Ka inh 5, CCT modulator -1.0, EPAC1 antagonist -24%, EPAC2 agonist 6% and EPAC1 agonist 2%.
`Cc1ccc(C(=O)NNC(=O)c2cc3ccccc3cc2O)cc1` gave PLK1 PBD inh -9%, WRN inhibitor -21%, IL2 activator -0.5, PI5P4Ka inh -12, CCT modulator -0.7, EPAC1 antagonist -27%, EPAC2 agonist -2% and EPAC1 agonist -7%.
`CCN1CCN(C(=O)c2ccc(COc3cccc(Cl)c3)o2)CC1` gave PLK1 PBD inh -7%, WRN inhibitor 6%, IL2 activator -1.4, PI5P4Ka inh -3, CCT modulator -0.5, EPAC1 antagonist -6%, EPAC2 agonist 9% and EPAC1 agonist 1%.
For CCCCCCCCn1c(=O)c(C(=O)OC)c(N)c2ccccc21 the results were PLK1 PBD inh 6%, WRN inhibitor -18%, IL2 activator -0.4, PI5P4Ka inh 12, CCT modulator 1.2, EPAC1 antagonist -23%, EPAC2 agonist -1% and EPAC1 agonist -8%.
`COc1ccc(OC)c(N(CC(=O)NCC2CCCO2)S(=O)(=O)c2ccccc2)c1` (stereo unspecified) gave PLK1 PBD inh 3%, WRN inhibitor 0%, IL2 activator -1.3, PI5P4Ka inh 2, CCT modulator -2.0, EPAC1 antagonist 2%, EPAC2 agonist 8% and EPAC1 agonist -3%.

A portion from further up, as a working copy:
CC1=CC(C)(C)N(C)C(=O)N1c1ccc(Cl)cc1 was read as PLK1 PBD inh -4%, WRN inhibitor -19%, IL2 activator -0.1, PI5P4Ka inh 1, CCT modulator 0.3, EPAC1 antagonist -17%, EPAC2 agonist 1% and EPAC1 agonist 0%.
Screening Cc1nc(NC(=O)C2CC2)sc1C(=O)Nc1ccccc1 returned PLK1 PBD inh -1%, WRN inhibitor 0%, IL2 activator -0.8, PI5P4Ka inh 5, CCT modulator -1.0, EPAC1 antagonist -24%, EPAC2 agonist 6% and EPAC1 agonist 2%.
`Cc1ccc(C(=O)NNC(=O)c2cc3ccccc3cc2O)cc1` gave PLK1 PBD inh -9%, WRN inhibitor -21%, IL2 activator -0.5, PI5P4Ka inh -12, CCT modulator -0.7, EPAC1 antagonist -27%, EPAC2 agonist -2% and EPAC1 agonist -7%.
